PfHsp90 yeast 2 – reduces growth (ATP signal) of yeast expressing P. falciparum Hsp90; 310,000 tested, 0.32% active; inhibition, % at 9.4 µM; S. cerevisiae expressing PfHsp90, BacTiter-Glo ATP, 48 h; yeast lacking PDR1 and PDR3 efflux regulators;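 active = every replicate shows inhibition above about 80%, whatever the replicate mean, limit read from the data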;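 also: 0% = DMSO neutral controls and 100% = 20 µM radicicol positive controls; yeast relying on Plasmodium falciparum Hsp90 in place of its own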
RTF Ca sens act – increases calcium sensitivity of human cardiac regulated thin filaments; IANBD-labeled TnC RTF fluorescence at EC20 calcium; 0% EC20 calcium, 100% full calcium; P19429+P45379; 340,000 tested, 0.24% active; activation, % at 7.2 µM;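 active = activation above the mean over all tested compounds plus 3 SD, cut at about 30% in these data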;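 also: rise in fluorescence read as greater calcium sensitivity of cardiac thin filaments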
NSD2 HMT inh – blocks human histone methyltransferase NSD2. 310,000 tested, 0.54% active. NSD2 peptide methylation, AlphaScreen, 120 min. inhibition, % at 12.5 µM; in the data active = inhibition above about 50%
dFosB act – mouse delta FosB homodimer activation; P13346; purified delta FosB, TAMRA-CDK5 oligo fluorescence polarization; percent of positive-control signal above neutral wells; activation, % at 25 µM; 340,000 tested, 0.99% active;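 active = mean activation above about 17%, with every replicate also reaching it, limit read from the data, passing the limit was not always enough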;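 also: fluorescence polarization rise as delta FosB binds a TAMRA Cdk5 AP-1 oligo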
PvdQ inh – blocks Pseudomonas aeruginosa PvdQ acylase activity; 340,000 tested, 0.063% active; purified PvdQ acylase, fluorescence plate reader; inhibition, % at 10 µM; in the data active = inhibition above about 30%, passing the limit was not always enough;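 also: 0% = vehicle neutral wells and 100% = reference inhibitor wells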
RTF Ca sens inh – cardiac RTF calcium desensitization; P19429+P45379; IANBD-labeled cardiac RTF, Ca2+ fluorescence; inhibition, % at 7.15 µM; 340,000 tested, 0.12% active; AID 493244;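 active = inhibition above the mean inhibition of all tested compounds plus 3 SD, cut at about 17% in these data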;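 also: assay run at fixed EC70 calcium of 1.6 mM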
LANA DNA inh – KSHV C-LANA DNA binding inhibition; MBP-C-LANA/FAM-LBS DNA binding, fluorescence polarization; inhibition, % at 9 µM; 340,000 tested, 0.078% active; AID 504423;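 active = highest replicate inhibition at or above 60% at 9 µM, even if other replicates fall short; inactive = all replicates below 60% inhibition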;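 also: 0% = neutral control wells and 100% = 4 µM acridine orange control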
SUMO Mot1 rescue – SUMOylation pathway inhibition by Mot1-301 growth rescue; 320,000 tested, 1% active; AID 2716; growth rescue, % at 18.8 µM; S. cerevisiae Mot1-301 growth rescue, ATP luminescence, 38.5C; percent above DMSO median, 100 means doubled;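 active = every valid replicate shows activation above 250% relative to neutral control wells; inactive = the rest, any valid replicate at or below 250%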;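 also: OY570 slx delta 5 strain wells were the positive control but not used for scaling; some compounds called inactive have numbers as strong as hits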
Rtt109 Vps75 – inhibitors of Candida albicans Rtt109/Vps75 histone acetyltransferase. Q5AAJ8. purified Rtt109/Vps75, ThioGlo CoA-SH fluorescence, 4 h. inhibition, % at 34.9 µM. 330,000 tested, 0.16% active. AID 540336;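 active = inhibition of at least 50% in every replicate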
Target sequence (Q5AAJ8 whole entry, looked up): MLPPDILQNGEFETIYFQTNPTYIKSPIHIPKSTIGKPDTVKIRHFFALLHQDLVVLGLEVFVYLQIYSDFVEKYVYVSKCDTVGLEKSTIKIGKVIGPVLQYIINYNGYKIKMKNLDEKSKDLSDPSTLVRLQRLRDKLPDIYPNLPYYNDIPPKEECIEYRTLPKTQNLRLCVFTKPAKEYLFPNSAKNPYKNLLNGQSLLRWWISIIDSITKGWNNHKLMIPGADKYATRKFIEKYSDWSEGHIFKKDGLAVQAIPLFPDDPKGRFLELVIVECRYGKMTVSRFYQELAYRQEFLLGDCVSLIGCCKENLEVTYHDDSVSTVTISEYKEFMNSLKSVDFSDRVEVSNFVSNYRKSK
Keap1 Nrf2 FP – Keap1-Nrf2 (human) interaction inhibition; Keap1 Kelch-Nrf2 peptide fluorescence polarization, 1536-well; 340,000 tested, 0.15% active; Q14145; inhibition, % at 9.4 µM; in the data active = inhibition above about 12%;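 also: human Keap1 Kelch domain with fluorescein labeled Nrf2 9mer peptide probe; 0% = neutral control wells and 100% = peptide positive control; higher means more block of Keap1 binding to Nrf2 peptide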
CDK5 p35 inh – inhibitors of human CDK5/p35 kinase; AID 488839; Q00535+Q15078; inhibition, % at 10 µM; Recombinant CDK5/p35, ADP-Glo luminescence, 60 min; 330,000 tested, 0.01% active;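 active = highest replicate inhibition of at least 50% and at least 75% of replicates reaching 50%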;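 also: plate controls were DMSO neutral control for no effect and GW8510 at 10 µM for full effect; many of its hits are not listed in these tables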
Target sequence (Q00535 whole entry, looked up): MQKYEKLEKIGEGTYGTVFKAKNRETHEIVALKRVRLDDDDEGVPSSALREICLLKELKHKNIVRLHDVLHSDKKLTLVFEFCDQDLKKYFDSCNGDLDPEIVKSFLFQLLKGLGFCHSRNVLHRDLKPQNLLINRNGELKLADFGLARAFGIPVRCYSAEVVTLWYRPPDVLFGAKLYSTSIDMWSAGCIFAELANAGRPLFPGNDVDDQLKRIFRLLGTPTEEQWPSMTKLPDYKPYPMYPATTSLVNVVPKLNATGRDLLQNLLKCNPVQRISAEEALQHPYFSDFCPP
Target sequence (Q15078 whole entry, looked up): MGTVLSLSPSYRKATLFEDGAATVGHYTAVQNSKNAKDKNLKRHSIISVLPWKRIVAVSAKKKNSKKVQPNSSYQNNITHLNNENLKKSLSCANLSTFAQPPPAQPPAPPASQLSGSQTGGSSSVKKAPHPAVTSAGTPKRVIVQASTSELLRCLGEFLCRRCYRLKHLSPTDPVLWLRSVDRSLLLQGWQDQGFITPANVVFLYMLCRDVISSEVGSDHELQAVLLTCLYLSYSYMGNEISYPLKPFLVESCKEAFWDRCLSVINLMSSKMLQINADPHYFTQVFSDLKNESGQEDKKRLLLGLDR
Starred values were filed as active, the others as inactive; . = no result given; & = joins results of further samples.

The line under a structure holds: PfHsp90 yeast 2 | RTF Ca sens act | NSD2 HMT inh | dFosB act | PvdQ inh | RTF Ca sens inh | LANA DNA inh | SUMO Mot1 rescue | Rtt109 Vps75 | Keap1 Nrf2 FP | CDK5 p35 inh
(1) Cc1cc(C)nc(NC(=O)NS(=O)(=O)N2CCCCCC2)n1
    -20 | -2 | 2 | 1 | -9 | -7 | 0.2 | 62 | -1 | 1 | -1.4
(2) Cc1ccc(S(=O)(=O)c2nc(S(=O)(=O)c3ccc(C)cc3)c(NCc3ccco3)s2)cc1
    24 | 8 | 0 | -2 | 1 | -1 | 3.3 | 2 | -5 | 4 | -0.3
(3) O=C(c1ccc(CN2CCOCC2)cc1)N1CCN(c2ccccc2)CC1
    -15 | 3 | 0 | 4 | 4 | 1 | -1.3 | 44 | -5 | -6 | -0.6
(4) Cc1ccc(S(=O)(=O)N(C)C)cc1NC(=O)COC(=O)c1c(C)noc1C
    11 | -4 | -4 | -4 | -11 | 6 | -2.8 | 358* | 7 | -2 | -0.5
(5) Cn1cccc1C(=O)NC1CCCCC1
    1 | 2 | 1 | 3 | 1 | -7 | -0.8 | -8 | 5 | -2 | -2.0
(6) O=c1nc(Nc2cccc(Cl)c2)oc2cc(Cl)oc(=O)c12
    8 | -3 | 1 | -2 | 2 | -12 | -0.1 | -22 | 0 | -6 | 0.4
(7) CC(=O)Cc1nsc(NC(=O)c2csc3c2CCCC3)n1
    -7 | 1 | -10 | -12 | 0 | -6 | -1.2 | 19 | 11 | -4 | -1.3
(8) C=CCOc1c(Br)cc(CNCCCN2CCOCC2)cc1OC
    4 | 0 | 3 | -1 | 5 | -1 | -1.0 | 68 | 25 | -2 | 1.0
(9) CCCCNC1(C#N)CCN(Cc2ccccc2)CC1
    6 | 2 | -1 | 2 | -11 | -6 | 2.9 | . | 1 | 6 | 1.3
(10) CCc1nnc(NC(=O)Cc2ccc(OC)cc2)s1
    . | 5 | 18 | -8 | -16 | -15 | -0.2 | 246 | 2 | -5 | -1.9
(11) CC(=O)Nc1cc2c(cc1Br)-c1ccccc1C2
    . | -5 | 0 | 3 | -18 | 1 | 0.2 | . | -13 | -3 | -0.5
(12) CC1CC(=O)NN1C(=O)c1ccccc1 (configuration not stated)
    11 | -4 | . | -1 | -1 | 4 | 1.5 | 36 | -5 | 0 | 1.2
(13) CO/N=C/CC(=O)Nc1ccc(F)cc1F
    -15 | 5 | 13 | 2 | 0 | 13 | 1.7 | 2 | -5 | 6 | -2.2
(14) CCN(CC)S(=O)(=O)c1ccc(OC)c(NC(=O)c2ccc(OC)c([N+](=O)[O-])c2)c1
    -5 | 1 | 0 | -8 | 2 | 0 | -1.4 | 15 | 16 | -3 | -1.7
(15) CCC1OC2(C)OC(=N)C1(C#N)C(C#N)(C#N)C2c1ccccc1 (configuration not stated)
    12 | 15 | -1 | -47 | -1 | -17 | 63* | 156 | 0 | 31* | 0.6
(16) Cc1ccc(C(=O)COC(=O)c2cccc(N3C(=O)c4c(C)nc5ccccc5c4C3=O)c2)cc1C
    -25 | -1 | 0 | 0 | -8&0 | -10 | 0.4 | 371 | 0&1 | 4 | 0.3
(17) COc1cc2c(cc1OC)-c1cc(OCCN3CCOCC3)nc(=O)n1CC2
    15 | -1 | -2 | -9 | -9 | -13 | -1.1 | 14 | 4 | -7 | 0.9
(18) NC(=O)COC(=O)CNC(=O)c1sc2ccccc2c1Cl
    50 | -8 | -1 | -6 | -9 | -5 | 0.2 | 1 | -1 | -3 | -4.5
(19) COc1cc(CC(=O)Nc2ccc3c(c2)CCC3)cc(OC)c1OC
    1 | 6 | -2 | -2 | 9 | -7 | -4.0 | -13 | 4 | -1 | -2.5
(20) CN(c1ccc(C(=O)NCc2ccccn2)cc1)S(C)(=O)=O
    -21 | 7 | -2 | -3 | -6 | -1 | 0.0 | 6 | -5 | -6 | -1.7
(21) CC(C)C(=O)n1nc(-c2cccnc2)nc1NCc1cccs1
    9 | 3 | . | -1 | -8 | 9 | 1.5 | -8 | -5 | 3 | 1.7
(22) Cc1cc(NS(=O)(=O)c2ccc(NC(=O)CCN3C(=O)c4ccccc4C3=O)cc2)no1
    12 | 0 | -1 | 0 | -18 | 1 | -0.8 | -10 | -17 | -1 | -0.5
(23) COC(=O)c1ccc(C(=O)OC)c(NC(=O)CCc2ccc(C)o2)c1
    -5 | -3 | -1 | -10 | -11 | -12 | -0.5 | -1 | -12 | -7 | 2.2
(24) CC(C)C1Oc2ccccc2C(=O)N(CC(=O)c2ccc3c(c2)OCCO3)C1=O (configuration not stated)
    -1 | 2 | -6 | 3 | -9 | -8 | -0.1 | 8 | -5 | -3 | -1.3
(25) CCCn1c(=N)n(CCOc2ccc(OC)cc2)c2ccccc21
    1 | 7 | 13 | -1 | -10 | 5 | -0.5 | 11 | 4 | -3 | -2.5
(26) Cn1ncc(Cl)c1C(=O)NCc1cc(C(C)(C)C)n[nH]1
    -4 | -2 | -4 | -6 | 10 | -4 | 1.3 | 2 | 10 | -3 | -1.9
(27) O=S(=O)(O)c1nc2ccccc2n1CCOc1ccccc1
    -4 | -6 | -3 | -2 | -11 | 13 | -0.9 | -5 | 0 | -2 | -1.9
(28) CSc1nc2[nH]c(=O)[nH]c2c(=O)[nH]1
    13 | -5 | -8 | 3 | -19 | -9 | -0.6 | . | -11 | -2 | 0.2
(29) CON(C)C(=O)/C=C/c1ccc([B-](F)(F)F)cc1
    16 | -2 | . | -8 | -9 | -7 | -0.2 | . | 4 | -6 | 0.0
(30) O=C(CSc1nnc(-c2ccco2)n1-c1ccccc1)NCCc1ccccc1
    6 | -1 | -1 | 4 | 13 | 5 | -2.1 | 4 | -1 | -1 | -2.0

An excerpt of these results, as a markdown table.
| no. | molecule | PfHsp90 yeast 2 | RTF Ca sens act | NSD2 HMT inh | dFosB act | PvdQ inh | RTF Ca sens inh | LANA DNA inh | SUMO Mot1 rescue | Rtt109 Vps75 | Keap1 Nrf2 FP | CDK5 p35 inh |
| --- | --- | --- | --- | --- | --- | --- | --- | --- | --- | --- | --- | --- |
| 18 | NC(=O)COC(=O)CNC(=O)c1sc2ccccc2c1Cl | 50 | -8 | -1 | -6 | -9 | -5 | 0.2 | 1 | -1 | -3 | -4.5 |
| 19 | COc1cc(CC(=O)Nc2ccc3c(c2)CCC3)cc(OC)c1OC | 1 | 6 | -2 | -2 | 9 | -7 | -4.0 | -13 | 4 | -1 | -2.5 |
| 20 | CN(c1ccc(C(=O)NCc2ccccn2)cc1)S(C)(=O)=O | -21 | 7 | -2 | -3 | -6 | -1 | 0.0 | 6 | -5 | -6 | -1.7 |
| 21 | CC(C)C(=O)n1nc(-c2cccnc2)nc1NCc1cccs1 | 9 | 3 | . | -1 | -8 | 9 | 1.5 | -8 | -5 | 3 | 1.7 |
| 22 | Cc1cc(NS(=O)(=O)c2ccc(NC(=O)CCN3C(=O)c4ccccc4C3=O)cc2)no1 | 12 | 0 | -1 | 0 | -18 | 1 | -0.8 | -10 | -17 | -1 | -0.5 |

Next structures follow:
The line under a structure holds: PfHsp90 yeast 2 | RTF Ca sens act | NSD2 HMT inh | dFosB act | PvdQ inh | RTF Ca sens inh | LANA DNA inh | SUMO Mot1 rescue | Rtt109 Vps75 | Keap1 Nrf2 FP | CDK5 p35 inh
(31) Nc1c(C(=O)NCc2ccccc2)sc2nc(N3CCOCC3)c3c(c12)CCCC3
    6 | -6 | 0 | 3 | 6 | 1 | 2.6 | -31 | -4 | -3 | 0.2
(32) COc1ccc(N2C(N)=C(C#N)C(c3cccnc3)C3=C2CC(C)(C)CC3=O)cc1 (configuration not stated)
    -3 | 1 | 3 | -5 | 0 | -5 | -0.3 | -6 | -1 | 1 | -1.2
(33) CCN1C(=O)[C@H]2[C@@H](c3ccc(-c4ccc(Cl)c(Cl)c4)cc3)N[C@@](CC(C)C)(C(=O)OC)[C@H]2C1=O
    -18 | -7 | . | 6 | -10 | 4 | -2.3 | 1 | -4 | -6 | 1.6
(34) O=C(O)c1ccc(S(=O)(=O)/N=C2\C=C(Nc3ccccc3F)C(=O)c3ccccc32)cc1
    24 | -1 | 120* | -16 | -11 | 1 | 6.8 | -27 | 12 | -7 | 4.0
(35) CCOc1ccc(N(CC(=O)Nc2ccc(C)c(F)c2)C2=NC3CS(=O)(=O)CC3S2)cc1 (configuration not stated)
    6 | 2 | 9 | 10 | 1 | -3 | 1.5 | 10 | -6 | 0 | .
(36) C#CCOc1ccc2ccccc2c1/C=C(/C#N)c1ccc(C(=O)O)cc1
    -7 | 2 | 3 | -2 | 0 | 4 | 0.8 | 5 | 2 | 3 | -1.5
(37) CCOC(=O)N1CCN(C(=O)c2ccc3c(c2)sc2nc(-c4ccc(OC)cc4)cn23)CC1
    -18 | 4 | 3 | -3 | -11 | -9 | 0.0 | 19 | -16 | -6 | -0.3
(38) CCN(CC)c1nc(N)c2c(N)nc3c(c2c1C#N)CC(c1ccccc1)O3 (configuration not stated)
    . | 2 | -5 | -28 | -10 | -14 | -0.2 | 5 | -16 | 1 | -0.2
(39) O=C(NC(c1ccccc1)c1ccccc1)c1ccc(CO)cc1
    -78 | -2 | 1 | -7 | -9 | 4 | -1.5 | 17 | -5 | -2 | -3.7
(40) O=C(/C=C/c1ccccc1)Nc1cccnc1
    5 | -9 | 0 | -22 | -10 | -2 | -0.7 | 10 | 5 | -1 | 3.3
(41) Cc1ccc(S(=O)(=O)NNC(=O)c2cnn(-c3ccc(Cl)cc3)c2C(F)(F)F)cc1
    9 | -2 | -1 | -12 | -8 | -5 | -0.1 | -4 | 5 | -2 | -0.2
(42) O=C(O)c1ccccc1C(=O)NCC(O)COCC1CC=CCC1 (configuration not stated)
    6 | 0 | 0 | -1 | -4 | -9 | 0.1 | -16 | . | -4 | 1.3
(43) Cc1nc2ccc(NS(=O)(=O)c3ccc(C)c(C)c3)cc2s1
    -21 | 6 | 3 | -20 | -11 | -22 | 0.4 | -26 | -2 | -7 | -6.3
(44) CCc1nnc(SCC(=O)Nc2ccc3ccccc3c2)n1N
    1 | -7 | 2 | -11 | -11 | -7 | -0.4 | -5 | -4 | -2 | -0.3
(45) C[C@@H]1[C@H]2[C@@H]3CC[C@@H](C3)[C@H]2CN[C@H]1c1cn(Cc2ccccc2)c2ccccc12
    14 | -1 | . | 5 | 6 | 1 | -2.4 | . | 5 | 3 | -1.0
(46) CC1=C(C#N)CCC(=O)N1Cc1ccc(C)cc1
    47 | -2 | 2 | -2 | -16 | -14 | 0.6 | -5 | -9 | -4 | 0.2
(47) CCOc1ccc(NS(=O)(=O)c2ccc3c(c2)oc(=O)n3C)cc1
    0 | 1 | -2 | -6 | -20 | -7 | -2.8 | -26 | 1 | -7 | -1.0
(48) O=C(Cc1ccc(F)cc1)NCCc1ccc(F)cc1
    -21 | 5 | 1 | 1 | -15 | 5 | -1.1 | -21 | 17 | -4 | -1.5
(49) Nc1ccc(C(=O)N/N=C/c2cn(Cc3ccccc3F)c3ccccc23)cc1
    16 | -2 | -3 | -3 | -8 | -1 | -1.8 | 9 | 0 | 0 | 1.1
(50) O=C(Cn1ccc2ccccc21)Nc1ccc2c(c1)OCO2
    -9 | 0 | 0 | 1 | 1 | -2 | -0.6 | 6 | 14 | 1 | -0.4

Screens from PubChem.
